Screens as filed in PubChem BioAssay.
Mito fusion act – qHTS Assay for Small Molecule Inhibitors of Mitochondrial Division or Activators of Mitochondrial Fusion; 320,000 tested, 0.23% active; Potency, µM (highest dose often 46.1 µM), for inactives: top-dose growth rescue (activation), actives largely listed as activators; S. cerevisiae fusion-defective mutant growth rescue, CellTiterGlo 48 h;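 further: potency means the concentration at half of the fitted maximal effect; % of control where 0% means no effect; nearly all actives have a fitted effect of over 45% in size; temperature-sensitive fusion mutants such as fzo1-1 at 37 °C on non-fermentable ethanol glycerol medium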
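Compounds are tested for their ability to restore growth of mitochondrial fusion-defective yeast strains at non-permissive 37C in YPEG medium over 48 hours. Viability is quantified by luciferase luminescence.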
PTAP TSG101 blk – qHTS Assay for Iinhibitors of HIV-1 Budding by Blocking the Interaction of PTAP/TSG101; Potency, µM (doses to about 115 µM), without a hit: at the top dose activity change, negative = inhibition, most hits filed as inhibitors; Tumor susceptibility gene 101 protein (Homo sapiens), Q99816; Fluorescence polarization, FITC-PTAP peptide / Tsg101 binding; 340,000 tested, under 10 active; AID 493005, 2010; active means well fitted inhibition curve with a large enough effect in the main read-out, with a control signal flat, not every such curve was filed as active; inconclusive means small, poorly fitted or top-dose-only effect, or effect the other way, or a change in a side signal; inactive means no such curve, though single readings can be large or run the other way; further: potency means the concentration at half of the fitted maximal effect; % of control where 0% means no effect
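Fluorescence anisotropy tracks displacement of a FITC-tagged PTAP peptide (50 nM) from the Tsg101 binding domain (10 uM), following a 20 min room-temperature incubation at pH 7.5.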
Eya2 inh – qHTS Assay for Inhibitors of the Phosphatase Activity of Eya2. Potency, µM (doses to about 76.9 µM), without a hit: top-dose activity, negative = inhibition, actives largely listed as inhibitors. AID 488837, 2010. 330,000 tested, 0.006% active. recombinant Eya2, OMFP fluorescence dephosphorylation (OMFP is methylfluorescein phosphate); further: potency means the concentration at half of the fitted maximal effect; on the % scale 0 is the no-effect control and ±100 the full control effect
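Eya2 protein (added as 0.2 uM solution) was preincubated with compound for 10 min at ambient temperature in 50 mM HEPES pH 7.5, 50 mM NaCl, 5 uM MgCl2, 0.05% BSA, 1 mM DTT. OMFP (added at 50 uM) then reacted 10 min; fluorescence read at 485/525 nm.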
TSHR antag – Antagonists of the Thyroid Stimulating Hormone Receptor: HTS campaign; Thyrotropin receptor (Homo sapiens), P16473; TSHR-expressing cells, TSH-stimulated cAMP HTRF, 2 h; hits give low values; activity change, negative = inhibition, % at 11.5 µM; 330,000 tested, 0.2% active; AID 504810, 2011;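 active means activity change below a set negative limit, meaning inhibition stronger than a set level, cut at about -70% in these data; inconclusive means activity change between two set negative limits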; further: on the % scale 0 is the no-effect control and ±100 the full control effect
Target sequence (P16473 whole entry, looked up): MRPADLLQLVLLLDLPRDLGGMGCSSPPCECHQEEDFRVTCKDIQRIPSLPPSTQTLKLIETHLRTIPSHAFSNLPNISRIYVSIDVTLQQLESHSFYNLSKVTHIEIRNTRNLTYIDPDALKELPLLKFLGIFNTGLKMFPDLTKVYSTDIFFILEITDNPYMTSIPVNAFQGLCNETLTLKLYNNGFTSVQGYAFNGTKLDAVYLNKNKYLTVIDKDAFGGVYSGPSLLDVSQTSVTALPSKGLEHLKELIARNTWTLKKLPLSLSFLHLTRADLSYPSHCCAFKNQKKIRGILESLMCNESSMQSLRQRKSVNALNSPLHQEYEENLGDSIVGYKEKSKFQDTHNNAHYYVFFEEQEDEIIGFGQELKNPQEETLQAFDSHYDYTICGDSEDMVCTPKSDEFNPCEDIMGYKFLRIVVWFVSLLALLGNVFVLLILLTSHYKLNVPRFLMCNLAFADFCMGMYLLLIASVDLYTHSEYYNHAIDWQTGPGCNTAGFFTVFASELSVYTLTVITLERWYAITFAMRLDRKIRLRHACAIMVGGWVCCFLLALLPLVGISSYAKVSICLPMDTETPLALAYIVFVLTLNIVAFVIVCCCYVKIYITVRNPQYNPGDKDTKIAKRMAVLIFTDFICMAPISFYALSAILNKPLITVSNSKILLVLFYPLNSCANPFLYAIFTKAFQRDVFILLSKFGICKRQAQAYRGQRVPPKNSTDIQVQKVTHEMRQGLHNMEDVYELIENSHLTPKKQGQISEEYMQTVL
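Competitive HTRF cAMP read-out (cryptate anti-cAMP antibody, cAMP-d2; 30 min, room temperature) in freshly harvested TSHR cells. Compounds added before TSH at EC80 (4nM final), followed by 2 hours' incubation at 37 deg C.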
Tb PFK block – qHTS Assay to Find Inhibitors of T. brucei phosphofructokinase. Potency, µM (top dose mostly 57.5 µM), for inactives: at the highest dose activity, negative = inhibition, hits mostly inhibitors. 330,000 tested, 0.17% active. ATP-dependent 6-phosphofructokinase (Trypanosoma brucei brucei), O15648. T. brucei PFK, ADP-Glo luminescence;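 further: potency means the concentration at half of the fitted maximal effect; 0% = uninhibited 1x PFK enzyme wells and -100% = no-enzyme wells; nearly all actives have a fitted effect of over 60% in size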
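Luminescent ADP detection (ADP-Glo, two-step: ATP depletion then ADP-to-ATP conversion for luciferase) reported PFK activity after 45 min room-temperature reaction of 1.25 nM enzyme with 0.5 mM F6P and 0.1 mM ATP at pH 8.0.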
S-ASM inh – Inhibitors of Secretory Acid Sphingomyelinase (S-ASM): qHTS; 340,000 tested, 0.006% active; placental ASM, HMU-PC fluorogenic substrate, 60 min; Potency, µM (top dose mostly 57.5 µM), for inactives: at the top dose activity change, negative = inhibition, hits mostly inhibitors; Sphingomyelin phosphodiesterase (Homo sapiens), P17405; further: potency means the concentration at half of the fitted maximal effect
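Fluorogenic HMU-PC substrate (9 uM final) is turned over by placental ASM in 60 min at 37 C after a 10 min compound preincubation. Reaction ended by alkaline stop (pH 10), with fluorescence read at 386/447 nm.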
Integrin act MD – qHTS for Activators of Integrin-Mediated Alleviation for Muscular Dystrophy. alpha7betagal myoblasts, beta-gal FDG fluorescence, 48 h. Potency, µM (highest dose often 38.3 µM), for the others: at the highest dose activation, usual class: activators. 350,000 tested, 0.064% active;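 further: potency means the concentration at half of the fitted maximal effect; 100% = response of the positive control SU9516; nearly all actives have a fitted effect of over 60% in size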
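alpha7betagal+/- myoblasts (passage 13, 250/well) treated 48 h at 37C with compounds at 1:260 dilution of DMSO stock. Lysed, then beta-galactosidase activity read as FDG fluorescence (ex 480/em 540) after 30 min, with pre-read for autofluorescence.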
BCR signal inh – qHTS Assay to Find Inhibitors of Chronic Active B-Cell Receptor Signaling | ABC-DLBCL IkBa-CBG/CBR reporter, luminescence ratio, 4 h | Potency, µM (top dose mostly 46.1 µM), inactives show top-dose ratio change, negative = lower green/red ratio, actives largely listed as inhibitors | 340,000 tested, 0.05% active; active means well fitted inhibition curve with a large enough effect in the signal ratio, with a control signal flat, not every such curve was filed as active; inconclusive means small, poorly fitted or top-dose-only effect, or effect the other way, or a change in a side signal; the % refers to the signal ratio;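 further: potency means the concentration at half of the fitted maximal effect; plate controls were basal doxycycline-induced cells for no effect and cells given 10 µM MG132 for full effect; MG132 reads +100%, hits lower the ratio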
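Doxycycline induced both beetle luciferases in TMD8 lymphoma cells; IKK-driven degradation limits the IkappaBalpha-fused green signal, while red luminescence normalises for cell number and nonspecific effects. Compounds tested up to 46 uM, 4 hrs.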
A-T KAP1 phos – qHTS Assay for Identifying a Potential Treatment of Ataxia-Telangiectasia. 320,000 tested, 0.19% active. […] A-T fibroblasts, KAP-1 phosphorylation AlphaLISA; neocarzinostatin DNA damage 30 min before lysis. Potency, µM (series often up to 57.5 µM), for inactives: top-dose activation, hits mostly activators; further: potency means the concentration at half of the fitted maximal effect; % of control where 0% means no effect; nearly all actives have a fitted effect of over 45% in size
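hTERT-immortalized A-T patient fibroblasts ([…]), 500 cells/well in OPTI-MEM, 1% FBS, got compounds for 60 min, then NCS for 30 min at 37C. Lysates were then assayed for phospho-KAP-1 by AlphaLISA (anti-pKAP1 donor, anti-KAP1 acceptor beads), 6 hr at 25C.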
TCR act – Activators of T cell receptors: qHTS campaign; primary human leukocytes, anti-CD3, IL-2 HTRF, 48 h; Potency, µM (doses to about 9.22 µM), without a hit: at the top dose activation of IL-2 secretion, most hits filed as activators; 330,000 tested, under 10 active; AID 504894, 2011; further: % of control where 0% means no effect
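IL-2 produced over 48 hr by a-CD3 bead-stimulated primary human leukocytes exposed to compounds was detected with a homogeneous time-resolved FRET immunoassay, 665nm acceptor signal after 320nm excitation.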
ELG1 repair inh – qHTS screen for small molecules that inhibit ELG1-dependent DNA repair in human embryonic kidney (HEK293T) cells expressing luciferase-tagged ELG1; HEK293T ELG1-luciferase reporter, luminescence, 16 h; DNA damage induced by 5-fluorouridine; Potency, µM (titrated, usually from 46.1 µM), for inactives: at the top dose activity change, negative = inhibition, hits mostly inhibitors; 330,000 tested, 2.3% active; further: potency means the concentration at half of the fitted maximal effect; on the % scale 0 is the no-effect control and ±100 the full control effect; nearly all actives have a fitted effect of over 55% in size
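DMSO vehicle served as the neutral condition. Each well held 2,000 cells given 5-fluorouridine plus compound; after 16 hr at 37 °C/5% CO2, ONE-Glo was added and luciferase measured 30 min later.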
An asterisk follows results filed as active; ? = inconclusive; · = not tested or not shown; [ ] = another dose, or the depositor's remark. Unless noted, the call rests on the fitted dose curve; in most records, active means well fitted curve in the direction sought with a large enough effect; inconclusive means small, poorly fitted or top-dose-only effect, or another doubt; inactive means no such curve, though single readings can be large; an effect the other way counts as inactive or inconclusive.

SMILES | Mito fusion act | PTAP TSG101 blk | Eya2 inh | TSHR antag | Tb PFK block | S-ASM inh | Integrin act MD | BCR signal inh | A-T KAP1 phos | TCR act | ELG1 repair inh
CC(=O)Nc1c(O)nc(SCC(=O)N2CCCCC2)[nH]c1=O | -2% | -3% | -8% | -3 | -1% | 4% | 13% | 0% | -1% | 1% | 20%
C[C@H]1CN=C(Nc2ccccc2)N1CC1CCCCCC1 | -2% | 0% | -10% | -2 | 2% | 4% | -2% | -23% | 8% | 4% | 7%
CCOc1ccccc1NC(=O)CCNC(=O)c1ccco1 | 8% | -1% | -6% | 5 | -1% | 2%[11.5 µM] | 22% | -6% | 5% | -1% | 17%
Cc1cc(C)c(NC(=O)CCCN2CCN(C)CC2)c(C)c1 | -5% | -1% | 2% | 5 | 0% | 4% | -3% | 0% | -8% | 5% | -1%
O=C(COC(=O)c1ccco1)c1ccc(Cl)cc1 | -5% | -2% | -1% | 6 | -3% | 8% | -4% | ? | -5% | 3% | 17%
CN(C(=O)c1ccc2c(c1)OCO2)C1(C(=O)NC2CCCC2)CCCCC1 | 0% | -5% | -13% | 0 | -2% | 3% | -2% | ? | 3% | -4% | -1%
COc1cc(C(=O)Nc2nnc(C3=COCCO3)o2)cc(OC)c1OC | -2% | -5% | 11% | 13 | 1% | -3% | ? | 0% | 4% | -1% | 8%
CC[C@]12c3[nH]c4cc(CCC(=O)N(C)C)ccc4c3CCN1C(=O)[C@@H](CC(=O)NCc1ccco1)C[C@@H]2C(=O)N1CCN(C(=O)c2ccco2)CC1 | · | -15% | 3% | 8 | 7% | 8% | 21% | ? | 3% | -2%[46.1 µM] | ?
COCCn1c(SCC(=O)NCc2ccccc2)nnc1-c1ccco1 | -6% | -8% | -1% | 4 | 0% | 2% | -10% | -10% | 1% | 0%[46.1 µM] | 11%
O=C(c1ccccc1)C1CCN(C(=O)c2cccs2)CC1 | -5% | -3% | 14% | 2 | -7% | 0% | 9% | -8% | -3% | 1% | -2%
O=C(CNC(=O)c1ccc2c(c1)OCCO2)N/N=C/c1ccc(Cl)cc1 | -3% | -3% | 3% | -4 | -3% | -1% | -3% | ? | -4% | -7% | 6%
CC(=O)N1c2ccc(S(=O)(=O)N3CCC(C(=O)NCc4ccccc4)CC3)cc2CC1C (stereo not drawn) | -3% | 0% | -3% | 0 | -5% | 4% | 11% | ? | -1% | -1% | -14%
O=C(NN1C(=O)/C(=C/c2ccc(O)cc2)SC1=S)c1ccccc1O | 18% | 30% | 2% | -26 | -14% | ? | 13% | -8% | -30% | 1% | 1%
Cc1onc(-c2ccccc2Cl)c1C(=O)N1CCN(C=O)CC1 | 7% | -1% | -7% | 16 | -19% | 1% | -14% | 3% | 1% | 0% | 0%
CCOC(=O)CN1CC23C=CC(O2)C(C(=O)NCCc2ccccc2)C3C1=O (stereo not drawn) | 1% | -2% | 0% | -7 | 0% | 5% | -2% | 18% | -6% | 8% | -4%
CCN1CCN(CCC(=O)Nc2ccccc2)CC1 | 1% | -4% | -12% | -3 | -5% | 4% | 20% | 2% | -4% | -1% | 0%
COc1ccc(OC)c(NC(=O)C2CCCN(S(=O)(=O)c3ccc(-n4cnnn4)cc3)C2)c1 (stereo not drawn) | -3% | 1% | -10% | 5 | -5% | -2% | 13% | 1% | -7% | -4% | 26µM*
O=C(Nc1ccc2c(c1)OCO2)c1sc2cc(Cl)ccc2c1Cl | -4% | -1% | 0% | 6 | 3% | 148%[activator] | 14% | 0% | 6% | -3%[46.1 µM] | ?
O=C(Cc1ccccc1F)Nc1ccccc1N1CCCC1 | 2% | -3% | 6% | 18 | -2% | -2% | -12% | 1% | 5% | 3% | 15%
CCC(=O)Nc1nnc(SCC(=O)NCCc2ccc(OC)c(OC)c2)s1 | -1% | 0% | -4% | -7 | 2% | 7% | -27% | 1% | 2% | -1% | -2%
C[C@]1(OC(=O)/C=C/c2ccccc2)C[C@@H](O)[C@]2(O)C=CO[C@@H](O[C@@H]3O[C@H](CO)[C@@H](O)[C@H](O)[C@H]3O)[C@@H]21 | -1% | 0% | 3% | · | -13% | 12% | · | -1% | 1% | 12% | 6%
NS(=O)(=O)c1ccc(NC(NC(=O)c2cccnc2)C(Cl)(Cl)Cl)cc1 (stereo not drawn) | -1% | -4% | 8% | 12 | 3% | -1% | -18% | 0% | 1% | -5% | 15%
CC(=O)Nc1ccc(C(=O)OCC(=O)NCCC2=CCCCC2)cc1 | 6% | -1% | -14% | 10 | -2% | 0% | 2% | -1% | -7% | 10% | 4%
COc1ccccc1NC(=O)c1cc(C)nc2ccccc12 | 7% | -1% | ? | 2 | -1% | 3% | -1% | -1% | 7% | 7% | -12%
CC(=O)Nc1ccc(OC(=O)c2cc3cc(Br)cc(Br)c3oc2=O)cc1 | -3% | · | -2% | -1 | -4% | · | · | 5% | 1% | 13%[46.1 µM] | 27%

New compounds follow:
SMILES | Mito fusion act | PTAP TSG101 blk | Eya2 inh | TSHR antag | Tb PFK block | S-ASM inh | Integrin act MD | BCR signal inh | A-T KAP1 phos | TCR act | ELG1 repair inh
CCN(CC)CCCNc1nc2ccccc2c2nc(-c3ccncc3)nn12 | -15% | -13% | -12% | -4 | 3% | -3% | -59%[inhibitor] | ? | -9% | -3% | 0%
N[C@@H](Cc1ccccc1)C(=O)N1CCC(C(=O)NCC(=O)NCC(=O)O)CC1 | 2% | -4% | -5% | 2 | 1% | 0% | 17% | 0% | 13% | -7% | -1%
Cc1ccccc1NC(=O)CSc1nnnn1C | -4% | -2% | -17% | 6 | 1% | 4% | -13% | 1% | 1% | -13% | ?
CCOC(=O)C1(CCc2ccccc2)CCN(C(=O)c2ccoc2)CC1 | 9% | -2% | -6% | -8 | -4% | 3% | -6% | 0% | 0% | 9% | 5%
CCC(C)NC(=O)Cn1ccc2cc(S(=O)(=O)N3CCCCCC3)ccc21 (stereo not drawn) | -4% | -1% | -2% | 6 | -5% | 1% | ? | -1% | -2% | -13% | 8%
N#CCSc1nccc(-c2cc(Cl)sc2Cl)n1 | 0% | -2% | -7% | -7 | -3% | -17% | 24% | ? | · | 2% | -4%
CCCOc1ccc(Cn2c(O)cc(=O)[nH]c2=O)cc1 | -5% | 0% | 0% | -1 | -7% | -8% | 0% | 0% | -1% | 2% | -1%
COc1ccc(CNC(=O)c2c(O)c3cc(OC)c(OC)cc3[nH]c2=O)cc1OC | -1% | -2% | -7% | -6 | -7% | -1% | 0% | 9% | -3% | · | -3%
CCCn1nnc(NC(=S)NC(=O)c2ccc(-c3ccc(Br)cc3)o2)n1 | -6% | -2% | 4% | -9 | 0% | -6% | ? | ? | 1% | 11% | -6%
N#CC1=C(N)OC2=C(C(=O)CC(c3ccccc3)C2)C1c1cccnc1 (stereo not drawn) | · | -2% | 6% | 46 | 2% | -6% | -10% | ? | -4% | 3%[46.1 µM] | 1%
CCc1cc(C(=O)c2ccc(OC)cc2)c(NC(=O)CN2CCCC2)s1 | -5% | 0% | ? | 40 | 0% | -10% | -8% | 1% | 2% | -3% | ?
